# LmPK inh = qHTS Assay for Inhibitors of Leishmania Mexicana Pyruvate Kinase (LmPK) | Q27686 | purified LmPK, Kinase-Glo ATP luminescence, 1 h | Potency, µM (doses to about 57.5 µM), without a hit: top-dose activity change, negative = inhibition, hits mostly inhibitors | actives 0.37% (n = 290,000) | AID 1721, 2009; also: potency is read from the fitted curve at half-maximal effect; % is scaled to controls: 0 for no effect and ±100 for the full control effect
# Target sequence (Q27686 whole entry, looked up): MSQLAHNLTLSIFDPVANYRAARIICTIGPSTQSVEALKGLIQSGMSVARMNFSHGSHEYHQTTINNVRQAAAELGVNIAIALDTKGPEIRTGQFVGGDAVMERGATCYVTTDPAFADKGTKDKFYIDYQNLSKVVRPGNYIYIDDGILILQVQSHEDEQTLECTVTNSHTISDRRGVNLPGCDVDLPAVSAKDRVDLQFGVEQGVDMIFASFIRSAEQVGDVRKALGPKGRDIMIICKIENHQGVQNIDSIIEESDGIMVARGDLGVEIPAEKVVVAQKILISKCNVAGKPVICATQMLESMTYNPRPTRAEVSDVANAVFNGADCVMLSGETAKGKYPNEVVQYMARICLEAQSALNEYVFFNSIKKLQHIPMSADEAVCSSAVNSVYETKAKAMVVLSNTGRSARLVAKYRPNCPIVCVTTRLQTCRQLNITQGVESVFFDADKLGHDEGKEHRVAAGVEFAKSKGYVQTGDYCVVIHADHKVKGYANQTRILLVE
#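 Screened at intermediate enzyme activity to detect both inhibitors and activators: LmPK at 0.1 nM, with a 0.5 nM enzyme column as activation reference. PEP 0.5 mM, ADP 0.1 mM; ATP detected by luminescence after 1 h.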
# Shiga toxin inh = A qHTS for Small Molecule Inhibitors of Shiga Toxin; Vero cells, Shiga toxin protein synthesis inhibition reporter; inhibition, % at 38.7 µM; actives 9.2% (n = 290,000); AID 2315, 2010; in the data active = inhibition mostly above about 28%, no sharp cut-off; inactive = mostly below about 43%; also: 0% is about no effect
# TbPYK inhibitor = qHTS of Trypanosoma Brucei Inhibitors; TbPYK enzyme, Kinase-Glo Plus ATP luminescence, 45 min; actives 0.12% (n = 410,000); Potency, µM (top dose mostly 76.8 µM), for inactives: at the top dose activity, negative = inhibition, most hits filed as inhibitors; pyruvate kinase (Trypanosoma brucei), Q57TT1; also: potency is read from the fitted curve at half-maximal effect; % is scaled to controls: 0 for no effect and ±100 for the full control effect; nearly all actives have a fitted effect of over 50% in size
#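 Readout: single end-point luminescence (Kinase-Glo Plus, 10 min). Reaction conditions were TbPYK/substrate plus 130 uM ADP, 45 min at RT, pH 7.2 TEA buffer. No-enzyme wells served as controls, and data were normalized before concentration-response fitting.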
# CHX counter = Cycloheximide Counterscreen for Small Molecule Inhibitors of Shiga Toxin | cell reporter, cycloheximide protein synthesis inhibition counterscreen | max response, % | actives 12% (n = 300,000) | AID 2314, 2010; in the data active = max response mostly above about 13%, no sharp cut-off; inactive = mostly below about 14%; also: read at 38.3 µM for the half of the compounds with a filed dose; 0% is about no effect
# Pf growth 96h = Primary qHTS for delayed death inhibitors of the malarial parasite plastid, 96 hour incubation. Potency, µM (doses to about 28.7 µM), inactives show at the top dose activity change, negative = inhibition, usual class: inhibitors. actives 6.9% (n = 320,000). P. falciparum luciferase reporter growth, 96 h. AID 504834, 2011; also: potency is read from the fitted curve at half-maximal effect; % is scaled to controls: 0 for no effect and ±100 for the full control effect
#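 Two parasite generations (96 h, 37 C, 5% CO2) of compound exposure in infected erythrocytes (0.05% parasitemia, 2% hematocrit). Luciferase-reporter P. falciparum; decreased luminescence indicates inhibited growth, aimed at apicoplast-acting delayed death.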
# Pf growth 48h = Primary qHTS for delayed death inhibitors of the malarial parasite plastid, 48 hour incubation. P. falciparum luciferase growth in erythrocytes, 48 h. Potency, µM (doses to about 28.7 µM), for the others: top-dose activity change, negative = inhibition, hits mostly inhibitors. actives 5.9% (n = 310,000); also: potency is read from the fitted curve at half-maximal effect; % is scaled to controls: 0 for no effect and ±100 for the full control effect
#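 A one-generation exposure of luciferase-tagged malaria parasites in RPMI 1640/Albumax erythrocyte culture, 37 C and 5% CO2. Inhibition is inferred from decreased luminescence after adding detection reagent.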
# HCV inhibitor = qHTS Assay for Inhibitors of Hepatitis C Virus (HCV). Huh7.5.1 HCVcc-Cre infection, luciferase reporter, 44 h. Potency, µM (series often up to 41.8 µM), inactives show at the top dose activity change, negative = inhibition, usual class: inhibitors. actives 3.4% (n = 340,000); also: potency is read from the fitted curve at half-maximal effect; % is scaled to controls: 0 for no effect and ±100 for the full control effect
#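 Compounds are dispensed onto cells plated 4 h earlier at 1,000 per well, with HCVcc-Cre virus (about 0.5 moi) added next. Following 44 h of culture, luminescent signal is measured for 15 sec after 15 min with substrate at room temperature.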
# Active calls of the source: *; ? = inconclusive; nt = not tested or not shown; & = joins results of further samples; [ ] = another dose, or the depositor's remark. Unless noted, calls follow the shape of the dose curve; as a rule, active = well fitted curve in the direction sought with a large enough effect; inconclusive = small, poorly fitted or top-dose-only effect, or another doubt; inactive = no such curve, though single readings can be large; an effect the other way counts as inactive or inconclusive.
SMILES,LmPK inh,Shiga toxin inh,TbPYK inhibitor,CHX counter,Pf growth 96h,Pf growth 48h,HCV inhibitor
COc1cccc(C(=O)Nc2ccc(S(=O)(=O)N3CCCCC3)cc2)c1OC,-4%,7,-12%,-2,5.2µM*,12µM*,?
CC#CC(=O)NC1CCCN(C2Cc3ccccc3C2)C1 (stereo unspecified),0%,6,5%,-3,?,4%,8%
CCn1cc(C(=O)N2CCN(Cc3ccc4c(c3)OCO4)CC2)c(=O)c2ccc(C)nc21,-8%,3,-12%,-1,-1%,nt,-12%
CCC(O)C(C)(C)C (stereo unspecified),nt,nt,0%,nt,?,36%[activator],14%
COc1cc(CC(=O)N(c2ccccc2)c2nc(C)cs2)cc(OC)c1OC,0%,-13,4%,-2,?,?,-12%
COc1ccc(-n2ncc3c2CC(C)(C)CC3NC(=O)C2=CC(=O)CC(C)(C)O2)cc1 (stereo unspecified),9%,19,0%,14,?,?,-12%
O=C(CC12CCC(CC1)C2)NCc1ccc2c(c1)OCO2,-6%,44*,-1%,26*,?,60%[activator],2%
OCCC1CN(Cc2cnn(-c3ccc(F)cc3)c2)CCN1Cc1ccsc1 (stereo unspecified),-4%,-13,-1%,-3,-5%,-20%,-28%
COc1cccc(NC(=O)CSc2nnnn2C2CCCCC2)c1,4%,7,0%,-1,16%,17%,-18%
CN(CC(=O)Nc1ccc(Cl)c(Cl)c1)C1CCCCC1,-1%,-3,0%,12,-4%,30%,-9%
CC(=O)Nc1ccc(S(=O)(=O)Nc2ccc(S(=O)(=O)Nc3ncccn3)cc2)cc1,-1%,28,4%,-1,-12%,6%,-1%
COC(=O)C1=C(C)NC2=C(C1c1ccc(O)cc1)S(=O)(=O)c1ccccc12 (stereo unspecified),3%,-2,-15%,-1,-23%,nt,19%
Cc1cc(Nc2ccc(F)cc2)n2nc(C)nc2n1,7%,14,2%,4,?,nt,11%
COC(=O)C1=C(O)/C(=C\c2ccc(OCC(=O)Nc3ccccc3OC)cc2)N=C1C,0%,11,-12%,-5,-1%,-3%,19%
CCOC(=O)C(CC)n1cnc2c(nnn2-c2cccc(OC)c2)c1=O (stereo unspecified),3%,18,0%,17*,2%,10%,-4%
Cc1cc(=O)oc2c3c(cc(OCC(=O)NCc4ccco4)c12)OC(C)(C)CC3,5%,33*,-1%,30*,8.3µM*,?,?
CCCCOC(=O)c1ccc(Nc2ccc([N+](=O)[O-])cn2)cc1,-1%,26,-2%,10,-2%,47%[activator],42%[activator]
COc1ccc(C(=O)NC(=S)Nc2ccc(Cl)cn2)cc1OC,1%,4,5%,-1,6%,41%[activator],?
CCN(CC)S(=O)(=O)c1c(Br)cc(C)cc1Br,4%,-15,-8%,-5,nt,-14%,3%
CCOC(=O)N1CCC(NC(=O)C2CCN(c3ccc(N4CCOCC4)nn3)CC2)CC1,-2%,-14,-2%,7,?,12%,-3%
CC(C)(C)C1CCC(C(=O)Nc2cccnc2)CC1 (stereo unspecified),2%,-7,4%,-2,39%[activator][5.75 µM],2%,-22%
CC1=C(C(=O)OC2CCCC2)C(c2coc3ccc(C)cc3c2=O)C2=C(CCCC2=O)N1 (stereo unspecified),9%,-6,-1%,-3,4%,?,0%
O=C(O)CCc1ccc(-c2ccc(F)cc2)n1Cc1ccco1,-6%,-24,-3%,-3,21%,11%,11%
COc1ccc(NC(=O)c2ccc(CN3CCc4ccccc4C3)cc2)c(OC)c1,3%,nt,6%,-4,-12%,-18%,?
CCCS(=O)(=O)N1CCCC(C(=O)NCCc2ccccc2)C1 (stereo unspecified),1%,-1,2%,-2,11%,0%[0.00184 µM],13%

# Other results.
SMILES,LmPK inh,Shiga toxin inh,TbPYK inhibitor,CHX counter,Pf growth 96h,Pf growth 48h,HCV inhibitor
COc1ccc(OCC(=O)Nc2ccccc2OC(F)F)cc1,2%,8,4%,9.6*,nt,-14%,?
CCCOC(=O)c1ccc(-n2nnnc2SCC(=O)N2CCCCC2)cc1,5%,-20,-12%,-7,?,-20%,-20%
CC1(C)CC(=O)C=C(NCc2cccs2)C1,-1%,-6,2%,-6,-10%,-10%,-1%
COCCNC(=O)c1onc(CSc2cccc(OC)c2)c1C(=O)NCCOC,nt,nt,-6%,nt,2%,-14%,12%
Cn1c(-c2ccc(Cl)nc2)nc2ccccc21,-7%,58*,1%,15*,65%[activator],20%,6%
COCCn1c(SCC(=O)c2[nH]c(C)c(C(C)=O)c2C)nc2ccccc21,6%,-4,8%,1,6%,?,?
Cc1cccc2nc(CSC(=N)N)c(Br)n12,-2%,-3,-6%,6,?,?,?
CCNCCNC(=O)c1c(O)c2cccc3c2n(c1=O)CCC3,2%,-5,-10%,-4,-22%,-14%,?
Cc1ccc(CNS(=O)(=O)c2c(C(=O)N3CCCCC3)c(C)n(C)c2C)cc1,10%,3,0%,-2,-13%,16%,10%
CC(C)CCn1c(N2CCC(C(N)=O)CC2)nc2c1c(=O)[nH]c(=O)n2C,10%,-18,0%,2,?,nt,20%
Cc1cc(C(=O)OCC(=O)N2CCN(C(=O)c3ccco3)CC2)c(C)n1-c1ccc(F)cc1,-4%,3,-16%,1,21%,12µM*,-19%
O=C(Cn1nc(-c2ccccc2)c2ccccc2c1=O)Nc1ccccn1,-5%,80,-1%,46*,nt,10%,6%
Cc1cc(C)nc(N2CCCC(C(=O)Nc3ccc4c(c3)OCO4)C2)n1 (stereo unspecified),-5%,-12,-1%,-2,9%,4%,5%
Cc1nccn1CCC(=O)O,0%,-5,5%,-3,0%,24%,-4%
O=[N+]([O-])/C(C(Cl)=C(Cl)Cl)=C(/Sc1ccccc1)N1CCCCC1,-1%,2,-6%,28,?,?,-20%
Cc1ccc2nc3c(cc2c1)c(NS(=O)(=O)c1ccccc1)nn3CC(C)C,0%,14,-5%,-1,17%,-2%,14%
Cc1cc(C)nc(N/N=C/c2ccccc2OCc2ccc(Br)cc2)n1,4%,79*,-9%,29*,?,?,22%
Cc1cc(NC(=O)CSc2nc(-c3ccccc3)c(C#N)c(=O)[nH]2)no1,-5%,-17,4%,-2,nt,nt,1%
O=C1CS/C(=C/C(=O)c2ccccc2)N1,-5%,-20,-2%,-4,15%[5.75 µM],24%,11%
Cc1[nH]c(C)c2c(=O)n(-c3ccccc3)ncc12,3%,47,-2%,12,?,nt,-1%
C=CCN(CC=C)CCOc1ccc2ccccc2c1,1%,37,15%,21*,8%,2%,-14%
C=CCOC(=O)C1=C(C)Nc2[nH]c(=O)[nH]c(=O)c2C1c1ccccc1 (stereo unspecified),-1%[11.5 µM],-1,0%,9,46%[activator],2%,6%
S=C(NCCN(C1CCCCC1)C1CCCC1)Nc1cccc(Cl)c1,2%,-12,-8%,-6,-2%,2.9µM*,13µM*
COc1cc(C(=S)N2CCCC2)ccc1OCc1ccccc1,1%,66*,2%,30*,-10%,45%[activator],-22%
COc1cc2c(cc1OC)C(C)N(C(=O)c1cc(Cl)nc(Cl)c1)CC2 (stereo unspecified),1%,21,-1%,-2,-19%,-29%,-22%

# 4 structures already listed, ordered by molar mass, largest number first:
SMILES,LmPK inh,Shiga toxin inh,TbPYK inhibitor,CHX counter,Pf growth 96h,Pf growth 48h,HCV inhibitor
Cc1cc(C)nc(N/N=C/c2ccccc2OCc2ccc(Br)cc2)n1,4%,79*,-9%,29*,?,?,22%
Cc1cc(NC(=O)CSc2nc(-c3ccccc3)c(C#N)c(=O)[nH]2)no1,-5%,-17,4%,-2,nt,nt,1%
Cc1cc(C)nc(N2CCCC(C(=O)Nc3ccc4c(c3)OCO4)C2)n1 (stereo unspecified),-5%,-12,-1%,-2,9%,4%,5%
Cc1[nH]c(C)c2c(=O)n(-c3ccccc3)ncc12,3%,47,-2%,12,?,nt,-1%

# Continued:
SMILES,LmPK inh,Shiga toxin inh,TbPYK inhibitor,CHX counter,Pf growth 96h,Pf growth 48h,HCV inhibitor
CCOC(=O)C(C)(C)Sc1nc2c(cnn2-c2ccc(C)cc2)c(=O)[nH]1,-2%,-8,1%,-1,-14%,-27%,?
CC(=O)N1c2ccc(S(=O)(=O)NCc3ccccc3Cl)cc2CC1C (stereo unspecified),-3%,-12,-6%&-3%,-1,-2%,0%,-18%
Cc1ccc(/C=N/N2CCN(C3c4ccccc4-c4ccccc43)CC2)o1,4%,25,0%,9,-23%,?,?
COc1cc(C(=O)NC2CCCc3ccccc32)cc(OC)c1C (stereo unspecified),1%,-5,-4%,-2,?,?,-2%
CCOC(=O)c1c(N)n[nH]c1-c1ccccc1,-6%,-13,-1%,-1,19%,nt,2%
COc1ccc(CC(=O)OCC(=O)Nc2ccc3c(c2)OCCO3)cc1OC,0%,-3,5%,-3,0%,5%,9%
Cc1ccccc1OCC(=O)Nc1ccc(N2CCOCC2)cc1N1CCOCC1,nt,nt,-8%,nt,?,9.3µM*,?
O=C(O)c1ccc(N2C(=O)CC(N3CCN(c4cccc(C(F)(F)F)c4)CC3)C2=O)cc1 (stereo unspecified),0%,14,1%,-1,-5%,14%,21%
Cn1c(-c2ccc(Cl)cc2)cnc1NCc1cc2c(cc1[N+](=O)[O-])OCO2,-6%,-10,16%,-3,57%[activator],?,?
C/C(CC(=O)Nc1ccccn1)=N\NC(=O)c1cnccn1,-4%,79*,-1%,44*,-11%,12%,21%
O=[N+]([O-])c1ccccc1CNCCCCCO,nt,nt,-10%,nt,64%[activator],-22%,20%
Cc1nc(C(=O)Nc2ccccc2Cl)cc2c1[nH]c1ccccc12,-16%,12,5%,-3,?,40%[activator],-16%
CCS(=O)(=O)Nc1ccc(NC(C)=O)cc1,-5%,5,2%,1,16%,nt,2%
CCN(CC)C(=O)CSc1nc2ccccc2c(=O)n1-c1cccc(OC)c1,3%,2,0%,-1,nt,?,-7%
O=C(OCc1nc2ccsc2c(=O)[nH]1)c1ccco1,nt,nt,1%,nt,7%,16%,-1%
O=C(NCc1ccco1)c1cc2n(n1)C(C(F)(F)F)CC(c1ccc(Cl)c(Cl)c1)N2 (stereo unspecified),0%,-19,5%,-2,0%,?,-16%
CCOC(=O)Cc1nnc(Nc2ccc(C(=O)NC)cc2)c2ccccc12,-1%,33,1%,5,1%,-8%,-9%
CC12CN3CC(C)(CN(C1)C3c1ccc(Cl)cc1)C2 (stereo unspecified),3%,-13,-3%,-1,62%[activator],48%[activator],14%
COc1ccccc1NC(=O)CSc1nc(N)c(-c2ccccc2)c(=O)[nH]1,-3%,-6,-10%,-2,?,11%,-12%
Cc1ccnc(NC(=O)CCC2COc3ccccc3O2)c1 (stereo unspecified),-6%,17,-8%,13*,nt,24%,5%
COC(=O)c1ccc(C2/C(=C(/O)c3ccc4c(c3)CC(C)O4)C(=O)C(=O)N2CCN2CCOCC2)cc1 (stereo unspecified),7%,17,5%,-1,-17%,13%,10%
COc1ccccc1C(c1nnnn1CC1CCCO1)N1CCN(c2ccccc2)CC1 (stereo unspecified),6%,8,0%,0,-20%,12µM*,20%
CCN(CC)C(=O)Cn1c(=O)n(CCCCCC(=O)Nc2ccccc2)c(=O)c2sccc21,2%,-13,-2%&-6%,-3,128%[activator],-10%,1%

# Screening results (PubChem BioAssay)
